KB-V1 cytotox – qHTS assay for MDR1-selective chemotherapeutics: Primary screen using the drug-selected MDR subline cells KB-V1; KB-V1 MDR cells viability, CellTiter-Glo, 72 h; Potency, µM (series often up to 46.1 µM), inactives show at the top dose activity change, negative = cytotoxicity, actives largely listed as cytotoxic; actives 3.4% (n = 400,000); AID 1347076, 2019; further: potency means the concentration at half of the fitted maximal effect; on the % scale 0 is the no-effect control and ±100 the full control effect; nearly all actives have a fitted effect of over 60% in size
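Cytotoxicity toward P-gp-expressing KB-V1 cells was determined as loss of CellTiter-Glo luminescence after 72 h at 37 degrees C. Compounds were tested in quantitative HTS format across a concentration range, with curves fitted to normalized data.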
ATXN2 expr inh – Primary qHTS for Inhibitors of ATXN expression | HEK-293 ATXN2-luciferase reporter, luminescence, 24 h | Potency, µM (top dose mostly 57 µM), inactives show at the highest dose activity change, negative = inhibition, hits mostly inhibitors | actives 0.72% (n = 360,000) | AID 1745845, 2022; further: potency means the concentration at half of the fitted maximal effect; on the % scale 0 is the no-effect control and ±100 the full control effect; nearly all actives have a fitted effect of over 55% in size
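qHTS (up to 57 uM final) was run with 24 h compound exposure of reporter cells at 37 °C. Each well was multiplexed: SteadyGlo luminescence measured ATXN2-luciferase expression after a fluorogenic Gly-Phe-AFC viability readout (25 uM final).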
HT1080NT lethal – qHTS for induction of synthetic lethality in tumor cells producing 2HG: qHTS for the HT-1080-NT fibrosarcoma cell line; AID 686970, 2013; actives 1.6% (n = 360,000); HT-1080-NT fibrosarcoma viability, CellTiter-Glo ATP luminescence, 48 h; Potency, µM (series often up to 46.1 µM), inactives show top-dose activity, negative = less viability, actives largely listed as cytotoxic;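 further: NT is the 2HG producing partner of a matched IDH1 knockdown line; potency means the concentration at half of the fitted maximal effect; 0% = DMSO-treated cells and -100% = media-only wells without cells; nearly all actives have a fitted effect of over 55% in size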
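Fibrosarcoma NT cells, 750 per well in 5% FBS RPMI, were exposed to compound for 48 hours. Viability: CellTiter-Glo luminescence.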
MCF10A rerep – A quantitative high throughput screen for small molecules that induce DNA re-replication in MCF 10a normal breast cells | MCF 10A DNA re-replication, Hoechst nuclear intensity, 48 h | Potency, µM (series often up to 46.1 µM), inactives show at the highest dose activity, positive = re-replication, most hits filed as activators | actives 2.9% (n = 350,000); further: potency means the concentration at half of the fitted maximal effect; % of control where 0% means no effect; nearly all actives have a fitted effect of over 50% in size
WRN helicase inh – qHTS for Inhibitors of WRN Helicase; Bifunctional 3'-5' exonuclease/ATP-dependent helicase WRN (Homo sapiens), Q14191; WRN helicase unwinding, fluorescent forked duplex, kinetic; Potency, µM (doses to about 114 µM), for the others: at the highest dose activity change, negative = inhibition, actives largely listed as inhibitors; actives 0.46% (n = 360,000); AID 651768, 2012; further: potency means the concentration at half of the fitted maximal effect; on the % scale 0 is the no-effect control and ±100 the full control effect; nearly all actives have a fitted effect of over 55% in size
Target sequence (Q14191 whole entry, looked up): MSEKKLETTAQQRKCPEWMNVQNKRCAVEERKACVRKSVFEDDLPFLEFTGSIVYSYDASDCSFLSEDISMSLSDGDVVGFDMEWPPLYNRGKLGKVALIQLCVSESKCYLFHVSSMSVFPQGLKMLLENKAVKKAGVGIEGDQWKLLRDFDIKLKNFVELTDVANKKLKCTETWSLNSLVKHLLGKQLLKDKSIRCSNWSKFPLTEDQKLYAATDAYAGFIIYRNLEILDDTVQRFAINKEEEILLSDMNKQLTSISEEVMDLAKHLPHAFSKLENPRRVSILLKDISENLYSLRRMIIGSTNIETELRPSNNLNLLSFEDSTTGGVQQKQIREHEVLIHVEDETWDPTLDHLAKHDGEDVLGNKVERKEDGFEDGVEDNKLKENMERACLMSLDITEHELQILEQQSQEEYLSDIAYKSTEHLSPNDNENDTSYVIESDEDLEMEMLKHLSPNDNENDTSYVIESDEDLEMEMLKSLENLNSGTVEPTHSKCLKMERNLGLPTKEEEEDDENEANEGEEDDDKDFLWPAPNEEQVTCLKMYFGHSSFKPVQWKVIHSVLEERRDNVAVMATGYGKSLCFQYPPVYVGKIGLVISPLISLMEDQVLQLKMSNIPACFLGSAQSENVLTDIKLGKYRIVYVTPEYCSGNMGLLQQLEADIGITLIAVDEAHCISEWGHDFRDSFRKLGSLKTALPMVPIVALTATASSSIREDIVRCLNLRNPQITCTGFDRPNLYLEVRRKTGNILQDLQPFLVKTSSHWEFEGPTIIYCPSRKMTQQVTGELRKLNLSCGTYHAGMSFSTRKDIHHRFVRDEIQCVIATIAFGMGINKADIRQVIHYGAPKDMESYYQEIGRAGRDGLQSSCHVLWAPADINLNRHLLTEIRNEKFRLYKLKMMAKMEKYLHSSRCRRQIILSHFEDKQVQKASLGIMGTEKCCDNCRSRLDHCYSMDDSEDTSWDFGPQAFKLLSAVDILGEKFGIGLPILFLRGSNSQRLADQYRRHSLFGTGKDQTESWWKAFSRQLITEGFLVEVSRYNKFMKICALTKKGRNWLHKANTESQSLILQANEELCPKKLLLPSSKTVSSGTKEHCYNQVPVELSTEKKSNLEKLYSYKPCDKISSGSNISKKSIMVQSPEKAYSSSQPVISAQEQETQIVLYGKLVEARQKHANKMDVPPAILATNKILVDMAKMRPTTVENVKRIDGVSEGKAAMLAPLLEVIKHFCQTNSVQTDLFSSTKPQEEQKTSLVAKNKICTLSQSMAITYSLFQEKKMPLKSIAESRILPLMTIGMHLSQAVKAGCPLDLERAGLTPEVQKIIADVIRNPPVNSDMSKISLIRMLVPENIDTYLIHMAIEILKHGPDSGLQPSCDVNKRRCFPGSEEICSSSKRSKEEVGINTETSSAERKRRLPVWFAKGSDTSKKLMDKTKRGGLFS
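Enzyme (20 nM final) and test compound sit together 15 min at room temperature before substrate addition. Substrate is a single-forked duplex oligonucleotide (100 nM) labelled with fluorophore and quencher, with 2 mM ATP; helicase unwinding raises red fluorescence, read kinetically.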
SW480 rereplic – A quantitative high throughput screen for small molecules that induce DNA re-replication in SW480 colon adenocarcinoma cells; Potency, µM (series often up to 46.1 µM), without a hit: at the highest dose re-replication activation, hits mostly activators; SW480 DNA re-replication, Hoechst DNA content imaging, 48 h; actives 1.8% (n = 340,000); further: potency means the concentration at half of the fitted maximal effect; % of control where 0% means no effect; nearly all actives have a fitted effect of over 55% in size
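SW480 cells exposed to compounds for 48 hr at 37 C, 5% CO2, then Hoechst-stained 40 min. Nuclear DNA content imaged by fluorescence scanning (405 nm excitation, 500-530 nm emission); re-replication scored as increased high-intensity nuclei.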
HT1080 IDH1KD tx – qHTS for induction of synthetic lethality in tumor cells producing 2HG: qHTS for the HT-1080-IDH1KD cell line; HT-1080 IDH1 knockdown viability, ATP luminescence, 48 h; Potency, µM (series often up to 46.1 µM), for the others: at the highest dose activity, negative = toxicity, most hits filed as cytotoxic; actives 2% (n = 360,000);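 further: potency means the concentration at half of the fitted maximal effect; 0% = DMSO wells and -100% = cell-free medium wells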
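Cytotoxicity counter-line: IDH1KD HT-1080, 48 h, CellTiter-Glo. Curves classed by r2, magnitude and activity.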
IL1B secr inh – qHTS for Inhibitors of Inflammasome Signaling: IL-1-beta AlphaLISA Primary Screen. THP-1 LPS/ATP IL-1B secretion, AlphaLISA, 16 h; stronger effect = lower value. activity change, % at 57.5 µM. actives 4.7% (n = 360,000); in the data active means activity change below about -50%; inconclusive means mostly about -30% to -49%; further: on the % scale 0 is the no-effect control and ±100 the full control effect
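THP-1 cells pretreated 1 hr with compounds (up to 57.5 uM final), then stimulated with LPS (250 ng/mL final) plus ATP (1.25 mM final); secreted IL-1B measured by AlphaLISA after 16 hr, decreased signal indicating inhibition.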
KB-3-1 cytotox – qHTS assay for MDR1-selective chemotherapeutics: Primary screen using the parental adenocarcinoma cell KB-3-1; KB-3-1 viability, CellTiter-Glo ATP luminescence, 72 h; Potency, µM (titrated, usually from 46.1 µM), without a hit: at the top dose activity change, negative = cytotoxic, hits mostly cytotoxic; actives 1.4% (n = 400,000); further: potency means the concentration at half of the fitted maximal effect; on the % scale 0 is the no-effect control and ±100 the full control effect; nearly all actives have a fitted effect of over 60% in size
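Luminescent ATP read-out (CellTiter-Glo) measures survival of drug-naive KB-3-1 cells after 72 h compound exposure at 37 °C. Titration series was screened from lowest to highest concentration, with DMSO vehicle plates as background controls.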
Numbers without * were called inactive; i = inactive; ? = inconclusive; . = no result given; [ ] = dose if it differs, or a comment. Unless noted, the call rests on the fitted dose curve; in most records, active means well fitted curve in the direction sought with a large enough effect; inconclusive means small, poorly fitted or top-dose-only effect, or another doubt; inactive means no such curve, though single readings can be large; an effect the other way counts as inactive or inconclusive.

SMILES	KB-V1 cytotox	ATXN2 expr inh	HT1080NT lethal	MCF10A rerep	WRN helicase inh	SW480 rereplic	HT1080 IDH1KD tx	IL1B secr inh	KB-3-1 cytotox
COc1cccc2cc(C(=O)NCc3ccc(C)cc3)c(=N)oc12	28.2%	1.4%	-0.9%	?	-9.9%	10.7%	5.3%	-59.4*	-1.3%
Cc1c(NS(=O)(=O)c2cccc(C(=O)OCC(=O)N(C)C3CCCCC3)c2)c(=O)n(-c2ccccc2)n1C	0.2%	-6.5%	-3.0%	?	7.7%	21.7%	-2.1%	-1.6	-0.4%
CCOC(=O)C(=CNc1ccc(C(F)(F)F)cc1Cl)C(=O)OCC	-11.5%	23.6%	27.3%	1.4%	-10.0%	-18.6%	18.8%	9.1	5.9%
Cc1[nH]nc2c1C(c1cccs1)C1=C(CCCC1=O)N2 (stereo not given)	6.1%	-33.0%	-0.9%	1.9%	-1.4%	-2.4%	1.2%	61.9	17.0%
O=C(OCC(=O)N1CCCCCC1)c1ccc(S(=O)(=O)N2CCOCC2)cc1	-2.4%	-16.8%	0.5%	5.3%	3.0%	-18.4%	1.8%	0.0	-5.9%
O=C(O)c1ccc(NS(=O)(=O)c2ccc(Cl)c(Cl)c2)cc1O	?	-9.1%	12.7%	1.4%	?	-5.5%	11.9%	51.6	0.0%
c1ccc(COc2ccc(OCCCNC3CCCC3)cc2)cc1	?	1.8%	23.1µM*	?	1.1%[57.1 µM]	25.7%	?	-95.8*	?
CCOC(=O)CNc1c(-c2ccc(O)cc2)nc2ccccn12	-6.0%	12.3%	1.2%	?	-11.1%	0.3%	-4.1%	-16.4	-6.9%
CC(C)CC1NC(=O)N(CC(=O)N2CCCc3ccccc32)C1=O (stereo not given)	8.5%	-18.0%	22.8%	-0.9%	0.2%	-3.7%	18.5%	11.2	14.9%
CC1(C)C[C@H]2C3=CCC4[C@@]5(C)CC[C@H](O)C(C)(C)C5CC[C@@]4(C)[C@]3(C)[C@@H](O)[C@@H](O)[C@@]2(CO)[C@@H](O)[C@@H]1O (stereo not given in full)	?	-6.0%	6.5%	1.5%	7.5%	11.0%[9.22 µM]	2.7%	22.9	2.8%
Cc1cc(NC(=O)c2ccco2)ccc1NC(=O)c1ccco1	23.1µM*	24.9%	?	-1.9%	-6.3%	-5.3%	-25.9%	-9.8	?
COc1ccc2[nH]c(C(=O)NCc3ccccc3)c(C)c2c1	?	-8.9%	-11.8%	1.3%	6.8%	6.6%	-10.0%	-15.3	?
CC(C)NC(=O)CN(Cc1ccccc1)S(=O)(=O)c1ccccc1	-23.0%	12.3%	17.0%	25.0%	-1.7%	1.0%	4.3%	-2.6	-6.9%
O=C(CNS(=O)(=O)N1CCOCC1)N/N=C/c1cccnc1	23.5%	6.0%	-3.8%	1.8%	-1.1%	-0.9%	-0.9%	14.7	9.5%
Cc1cc2c(n1-c1ccc(C(N)=O)cc1)CC(C)(C)CC2=O	6.1%	0.9%	9.8%	4.4%	8.3%	-21.4%	3.6%	-14.6	11.5%
Cc1ccc(OCc2cc(C(=O)N3CCN(C4CCCC4)CC3)no2)cc1C	?	15.2%	1.9%	?	-14.2%	0.9%	3.2%	i	3.6%
CC1(C(=O)NCc2ccco2)Cc2c(-c3ccc(C(N)=O)cc3)ccnc2O1 (stereo not given)	-1.9%	4.7%	3.26µM*	.	-6.1%	.	2.91µM*	52.0	18.4µM*
COC(=O)c1c(NC(=O)Cc2ccccc2)sc(C)c1C	10.5%	7.6%	-7.0%	28.2%	-15.5%	1.2%	0.3%	-12.0	7.7%
COC(=O)c1ccc(NC(=S)NCCCn2ccnc2)cc1	10.7%	2.6%	27.3%	-12.3%	5.3%	-16.3%	-1.0%	37.5	26.2%
Cc1nn(C)c(C)c1/C=C(\C#N)C(N)=O	13.9%	0.0%	20.5%	0.7%	-28.2%	-7.4%	19.6%	0.1	6.5%
O=C(Cc1ccccc1[N+](=O)[O-])OCC(=O)c1c[nH]c2ccccc12	2.1%	47.2%[activator]	-1.2%	7.5%	-27.2%	-12.1%	10.7%	-1.1	-2.0%
CCOc1ccc(C2C(C(=O)c3ccco3)=C(O)C(=O)N2CCCn2ccnc2)cc1 (stereo not given)	4.2%	19.7%	16.8%	-1.1%	4.3%	-4.4%	14.1%	19.5	10.4%
O=c1cc(CN2CCN(c3ccc(F)cc3)CC2)c2cc3c(cc2o1)CCCC3	?	?	-2.3%[9.24 µM]	14.2%	-13.7%	-3.1%	1.2%	35.1	?
O=c1[nH][nH]c2c1[C@H](CCc1cccc(Cl)c1)O[C@H](CCc1ccccc1)C2	8.6%	12.8%	-5.8%	.	0.1%	.	-21.9%	0.0	7.0%
NC(=O)C1CCCN1Cc1ccc2c(c1)OCO2 (stereo not given)	6.4%	2.5%	12.9%	-6.6%	-3.7%	-3.5%	1.5%	0.0	?
CN(C)S(=O)(=O)c1cc(NC(=O)CNCc2ccccc2)ccc1Cl	-16.9%	30.3%	-4.5%	24.7%	-8.3%	-11.2%	-6.7%	11.0	-7.0%
CNC(=O)NC(=O)Cn1nc2n(c1=O)-c1ccccc1SC2	-1.6%	-7.1%	0.4%	2.3%	11.0%	-6.7%	0.1%	0.8	-7.5%
Cc1ccc(-c2nc3ccccn3c2C=O)cc1	?	.	-11.3%	-7.5%	-5.0%	-5.0%	-5.2%	9.4	-14.8%
C/C(=N/N1CCN(Cc2cccc3ccccc23)CC1)c1ccco1	0.4%	21.7%	1.2%	-6.2%	7.1%	-88.7%[inhibitor]	-1.5%	13.9	2.6%
CC(C)CC(CO)N1CCN(C(=O)c2ccc(C(C)(C)C)cc2)CCC1=O (stereo not given)	-4.8%	1.3%	12.3%	?	3.3%	14.7%	9.2%	13.8	8.4%

Four compounds drawn at random from those above:
SMILES	KB-V1 cytotox	ATXN2 expr inh	HT1080NT lethal	MCF10A rerep	WRN helicase inh	SW480 rereplic	HT1080 IDH1KD tx	IL1B secr inh	KB-3-1 cytotox
NC(=O)C1CCCN1Cc1ccc2c(c1)OCO2 (stereo not given)	6.4%	2.5%	12.9%	-6.6%	-3.7%	-3.5%	1.5%	0.0	?
Cc1nn(C)c(C)c1/C=C(\C#N)C(N)=O	13.9%	0.0%	20.5%	0.7%	-28.2%	-7.4%	19.6%	0.1	6.5%
Cc1ccc(OCc2cc(C(=O)N3CCN(C4CCCC4)CC3)no2)cc1C	?	15.2%	1.9%	?	-14.2%	0.9%	3.2%	i	3.6%
Cc1ccc(-c2nc3ccccn3c2C=O)cc1	?	.	-11.3%	-7.5%	-5.0%	-5.0%	-5.2%	9.4	-14.8%

New compounds follow
SMILES	KB-V1 cytotox	ATXN2 expr inh	HT1080NT lethal	MCF10A rerep	WRN helicase inh	SW480 rereplic	HT1080 IDH1KD tx	IL1B secr inh	KB-3-1 cytotox
O=c1c(O)cccc2cc(O)c(O)c(O)c12	-4.9%	.	?	-2.0%	3.98µM*	-17.9%	-14.7%	0.0	3.1%
CCCCCNc1nc2sc3c(c2c(=O)n1-c1cccc(Cl)c1)CCN(C)C3	-29.3%	-12.8%	14.6µM*	?	-11.9%	1.0%[9.22 µM]	?	-57.5*	?
COc1cc(C(=O)Nc2ccncc2)c([N+](=O)[O-])cc1OC	2.6%	3.9%	-3.9%	-0.7%	8.1%	5.5%	-7.6%	23.3	?
O=C(O)c1ccccc1C(=O)NCc1ccc(F)cc1	18.6%	-3.0%	1.3%	-21.3%	1.5%	-0.5%	9.9%	10.1	1.7%
COc1ncnc(-c2ccccc2)c1-c1ccccc1	0.9%	.	0.6%	11.3%	-3.2%	0.2%	-3.2%	9.6	1.8%
CCOC(=O)N1CCC(n2c(SCC(=O)Nc3ccccc3OC)nc3ccccc3c2=O)CC1	0.0%	-28.3%	0.5%	?	-7.6%	?	-14.5%	-0.9	-17.1%
O=c1[nH]nc(-c2ccc[nH]2)[nH]1	4.4%	.	-7.4%	.	-4.4%	.	-1.8%	-5.8	-14.9%
C=CCn1c2ccccc2c2nnc(SC(CC)C(=O)Nc3nc(C)c(C(=O)OCC)s3)nc21 (stereo not given)	2.31µM*	1.5%	0.5%	-6.3%	-9.9%	-1.2%	-5.2%	-24.9	-22.5%
COc1ccc(CN(C)CC(=O)NC(C)c2ccccc2)c(OC)c1 (stereo not given)	?	-9.0%	-22.3%	-0.4%	-14.0%	0.3%	-6.7%	-9.6	5.7%
COc1ccc(C(=O)N/C(=C\c2ccc3c(c2)OCO3)C(=O)NCCc2nc3ccccc3[nH]2)cc1	-0.1%	5.4%	-2.1%	-0.9%	-17.0%	-1.3%	-2.5%	53.2	6.5%
Cc1cc(C)cc(C(=O)N2CC(=O)Nc3ccccc32)c1	3.26µM*	4.4%	1.16µM*	?	6.5%	0.731µM*	0.517µM*	21.1	?
O=C(Oc1ccccc1C(=O)Oc1ccccc1)c1cccnc1	11.5%	.	?	-3.9%	-1.7%	?	-23.7%	40.7	-2.6%
COc1cc(OC)cc(C(=O)NCC2CCCN(Cc3cccc(C(C)=O)c3)C2)c1 (stereo not given)	?	-21.5%	-7.1%	17.0%	5.5%	-36.9%[inhibitor]	-1.0%	8.1	-0.1%

Bioassay records as filed in PubChem.

Compounds were not picked by outcome. About 12% of those tested had a hit in this group.
